# CR mimetic SO = yeast age-related superoxide inhibition as caloric restriction mimetic | S. cerevisiae aged cells, superoxide DHE fluorescence; active compounds read low | superoxide response (% of plate mean), % at 10 µM | actives 0.18% (n = 330,000);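 active = superoxide response under a set limit, about three screen SD below normal, cut at about 65% in these data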;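 also: yeast aged for seven days with compound at 30 °C before DHE staining; 100% = average MFI of all compound-treated wells on the plate with controls excluded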
# AGP1 TOR yeast = alters AGP1-GFP fluorescence in TOR pathway yeast screen. S. cerevisiae AGP1-GFP multiplex flow cytometry, 3 h; GFP as percent of DMSO wells. GFP response vs DMSO, % at 10 µM. actives 0.02% (n = 320,000). AID 2066;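 active = GFP response relative to DMSO above a set limit, near screen average plus 3 SD, cut at about 150% in these data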;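 also: median GFP channel fluorescence of the gated AGP1 strain per well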
# VLA-4 inh = inhibition in a human VLA-4 binding assay; VLA-4 expressing cells, ligand binding flow cytometry; actives 0.2% (n = 330,000); P13612; inhibition, % (about 7 µM as worked out from the volumes in the protocol); in the data active = inhibition above about 50%
# BCLXL inh = Bcl-xL (human) inhibition | Q07817 | GST-Bcl-xL / FITC-Bim BH3 peptide fluorescence polarization | inhibition, % at 10.9 µM | actives 0.7% (n = 320,000);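 active = inhibition above the mean of all tested compounds plus 3 SD, cutoff set per campaign, cut at about 30% in these data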;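 also: 0% = DMSO wells and 100% = unlabeled Bim-BH3 peptide competitor; inhibitors lower millipolarization by displacing the labeled peptide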
# Target sequence (Q07817 whole entry, looked up): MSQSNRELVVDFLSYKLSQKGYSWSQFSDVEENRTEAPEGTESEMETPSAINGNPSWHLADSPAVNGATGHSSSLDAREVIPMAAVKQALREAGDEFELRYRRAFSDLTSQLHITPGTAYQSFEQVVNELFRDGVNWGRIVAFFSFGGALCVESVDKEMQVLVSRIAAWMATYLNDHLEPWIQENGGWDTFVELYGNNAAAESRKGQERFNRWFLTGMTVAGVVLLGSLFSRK
# MEX-5 binding = C. elegans MEX-5 TCR-2 RNA binding activity. activity score (negative = inhibition of binding), % at 10 µM. MEX-5/FITC-TCR2 RNA binding, fluorescence polarization; active compounds read low. actives 0.38% (n = 300,000). AID 1832;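 active = inhibition past about -25% in most replicates, and total fluorescence under double the plate's negative control median, limit read from the data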;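 also: 0% = DMSO and -100% = 5 µM competing unlabeled TCR2 RNA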
# Target sequence (Q9XUB2 whole entry, looked up): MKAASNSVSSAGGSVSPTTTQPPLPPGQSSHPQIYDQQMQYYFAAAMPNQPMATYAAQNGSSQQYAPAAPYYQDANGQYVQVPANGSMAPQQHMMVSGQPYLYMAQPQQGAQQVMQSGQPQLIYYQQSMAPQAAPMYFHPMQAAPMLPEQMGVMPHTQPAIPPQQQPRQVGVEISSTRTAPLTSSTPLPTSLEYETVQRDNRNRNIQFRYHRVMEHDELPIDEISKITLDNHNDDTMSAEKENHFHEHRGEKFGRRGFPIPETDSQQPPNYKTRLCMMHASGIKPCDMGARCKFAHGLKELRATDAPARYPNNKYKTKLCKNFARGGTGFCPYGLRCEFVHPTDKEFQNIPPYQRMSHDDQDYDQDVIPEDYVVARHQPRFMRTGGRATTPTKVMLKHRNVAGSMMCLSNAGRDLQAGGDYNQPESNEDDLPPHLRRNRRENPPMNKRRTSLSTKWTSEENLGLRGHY
# GRK2 aptamer HTS = human GRK2 inhibition via aptamer displacement; inhibition of aptamer binding, % at 10 µM; bead flow cytometry, FAM-aptamer displacement from GRK2; actives 0.59% (n = 330,000); P25098;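 active = inhibition of aptamer binding above 40%, roughly 3 SD of noise, on plates passing a quality check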;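 also: median bead fluorescence of bound FAM aptamer so fluorescent compounds give negative values; no value below 0 was filed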
# MCL1 BIM primary = MCL1-BIM-BH3 interaction inhibition (human); Q07820; GST-MCL1 / FITC-Bim-BH3 fluorescence polarization; inhibition, % at 10.9 µM; actives 0.68% (n = 320,000); AID 2057;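 active = inhibition above the mean inhibition of all tested compounds plus 3 SD, set per campaign, cut at about 40% in these data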;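 also: 0% = DMSO wells and 100% = unlabeled Bim-BH3 peptide control; higher means more loss of mP so more displacement of Bim peptide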
# Target sequence (Q07820 whole entry, looked up): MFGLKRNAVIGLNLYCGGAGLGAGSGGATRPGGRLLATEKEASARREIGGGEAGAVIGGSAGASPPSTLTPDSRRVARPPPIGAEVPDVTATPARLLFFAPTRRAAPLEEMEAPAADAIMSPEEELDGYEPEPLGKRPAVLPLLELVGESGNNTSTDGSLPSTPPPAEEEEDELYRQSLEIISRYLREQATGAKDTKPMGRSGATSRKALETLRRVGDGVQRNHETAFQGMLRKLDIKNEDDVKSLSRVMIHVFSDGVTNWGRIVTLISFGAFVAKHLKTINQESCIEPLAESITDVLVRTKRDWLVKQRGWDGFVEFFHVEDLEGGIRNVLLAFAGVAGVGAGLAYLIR
# CIT2-GFP yeast = alters CIT2-GFP fluorescence in TOR pathway yeast screen; GFP response vs DMSO, % at 10 µM; actives 0.065% (n = 320,000); AID 2029; S. cerevisiae CIT2-GFP strain, flow cytometry, 3 h; 100 means same as DMSO wells;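 active = GFP response relative to DMSO above a set limit, near the screen mean plus 3 SD, cut at about 150% in these data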;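 also: ratio of well median GFP fluorescence to mean of DMSO wells on the plate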
# GLD-1 RNA inh = GLD-1-TGE RNA interaction inhibition (C. elegans); Q17339; purified GLD-1 + fluorescein TGE RNA, fluorescence polarization; inhibition, % at 5.96 µM; actives 0.44% (n = 320,000);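 active = percent inhibition above a per-plate cutoff, the plate mean of test compounds plus 3 SD, cut at about 30% in these data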;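 also: 0% = DMSO wells with GLD-1 and probe and 100% = wells lacking GLD-1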
# An asterisk follows results filed as active; · = no result given.
# Order of results – CR mimetic SO	AGP1 TOR yeast	VLA-4 inh	BCLXL inh	MEX-5 binding	GRK2 aptamer HTS	MCL1 BIM primary	CIT2-GFP yeast	GLD-1 RNA inh
1: O=C(Cn1cnc2c(cnn2-c2ccc(F)cc2)c1=O)N1CCN(c2ccccc2F)CC1
  96	91	7	-1	-1.1	3	0	100	1
2: O=C(c1ccc2c(c1)OCO2)N1CCN=C1SCc1cccnc1
  87	105	8	5	-0.3	8	5	104	6
3: CC(C(=O)OCC(=O)Nc1cccc(S(=O)(=O)N2CCOCC2)c1)N1C(=O)c2ccccc2C1=O (centres undefined)
  114	91	-2	0	0.1	8	0	97	-2
4: Cc1ccc(N(CC(N)=O)C2SC(=O)N(Cc3ccccc3)C2=O)cc1 (centres undefined)
  122	96	-10	7	0.8	2	14	98	0
5: O=C(Nc1ccc(OCC(=O)N2CCOCC2)cc1)c1ccccc1Cl
  98	104	16	3	0.8	0	4	104	3
6: CC1CCN(S(=O)(=O)c2cccc(C(=O)O)c2)CC1
  94	117	1	3	-0.4	1	2	109	-4
7: O=[N+]([O-])c1ccc(/C=N/n2c(CO)nc3ccccc32)s1
  110	103	10	18	-35*	0	28	102	-9
8: COC(=O)NCC12CC3CC(C1)CC(CNC(=O)OC)(C3)C2
  102	93	10	6	6.9	0	-1	98	-1
9: Cc1ccccc1NS(=O)(=O)c1csc(C(N)=O)c1
  95	108	5	0	-1.1	0	-2	116	-2
10: CCOc1ccccc1C=Nc1ccccc1C(=O)Nc1ccccc1
  96	100	7	2	-0.4	1	4	101	1
11: CCCN(CCC)CCNC(=O)CCC(=O)Nc1ccc2nc(N3CCOCC3)cc(C)c2c1
  83	103	31	3	1.0	7	5	100	9
12: C/C(=N\NC(=O)c1c(Cl)c(C)nn1C)c1ccc(NC(=O)c2ccncc2)cc1
  105	104	7	9	-0.3	0	13	106	2
13: CCOc1ccc2nc(NC(NC(C)=O)(C(=O)OC)C(F)(F)F)sc2c1 (centres undefined)
  97	102	12	0	1.3	8	0	104	-5
14: Cc1cc(OCC(=O)Nc2ccncc2)cc(C)c1Br
  98	103	-5	1	0.0	0	-5	102	6
15: Cc1ccc2[nH]c3c(c2c1)CNCC3
  97	106	4	2	1.6	0	6	107	-3
16: COc1ccc(C2C3CCCCC3(O)CCN2C(=O)c2cccs2)cc1 (centres undefined)
  96	92	17	4	-1.4	4	3	95	-8
17: O=C(O)c1ccc(N2CCN(c3ccc(Cl)cc3)CC2)c([N+](=O)[O-])c1
  106	89	3	-1	3.3	2	-6	106	1
18: CC(C)(C)OC(=O)C[C@@H]1C/C=C\C[C@H](CC(=O)N(CCO)Cc2ccccc2)C(=O)NC[C@@H](c2ccccc2)OC1=O
  114	89	7	·	·	21	·	87	2
19: CCc1cccc(CC)c1N1C(=O)c2cc(N3CCOCC3)c([N+](=O)[O-])cc2C1=O
  97	112	-14	7	1.4	3	2	110	6
20: Cc1nonc1OCCNCCNc1ccc([N+](=O)[O-])cc1Cl
  99	96	-2	-1	1.3	0	1	89	1
21: COc1ccc(-c2cc(C)no2)cc1S(=O)(=O)Nc1cccc(C)c1
  112	101	-5	2	3.2	0	3	99	1
22: COc1ccc(Cc2nc(C(=O)Nc3ccc(F)cc3)cs2)cc1
  103	93	5	3	-0.8	0	4	86	2
23: CCc1cccc(OCC(=O)N(C)CC(=O)Nc2cccc(F)c2)c1
  108	91	-17	-10	-0.7	0	-2	95	3
24: O=C1ON=C(c2ccc([N+](=O)[O-])cc2)/C1=C/c1ccccc1O
  94	87	13	·	-3.2	2	·	109	·
25: CCOC(=O)c1cc2c(ccn2C)n1Cc1ccc(Cl)cc1
  71	90	4	2	1.5	2	7	72	3
26: CCOc1ccc(C(=O)NCC(=O)OCC(=O)Nc2ccccc2OC)cc1
  106	108	11	3	-1.2	0	-4	91	-4
27: CCOC(=O)c1c(COc2ccccc2)oc2ccc(O)cc12
  92	88	-2	6	1.6	0	-1	87	5
28: COCC(=O)c1[nH]c2ccccc2c1C
  87	101	6	4	-1.0	0	4	94	5
29: COC(=O)c1ccc(Cl)c(NC(=O)CN(c2ccccc2)S(=O)(=O)c2ccc(OC)cc2)c1
  91	82	4	13	-1.4	0	14	85	16
30: CCCCC(CCC(=O)Nc1cccc([N+](=O)[O-])c1)C(=O)O (centres undefined)
  107	105	9	4	2.6	0	3	101	4
31: CCOC(=O)c1ccc(NC(=S)Nc2ccccc2N)cc1
  103	85	0	-3	0.2	2	1	92	4
32: N#C/C(=C(/O)COc1ccc(Br)cc1)c1nnc2n1CCCCC2
  103	87	13	-3	3.0	2	-3	88	3
33: COc1ccc(NC(=O)NCCN2CCN(c3ccc(C)cc3)CC2)c(Cl)c1
  96	111	-1	3	-1.4	0	11	104	0
34: CC(=O)CC(C)(C)S(=O)(=O)c1ccc(NC(C)=O)cc1
  82	113	4	-1	-1.2	1	-4	103	4
35: O=C(NC(=O)c1ccccc1N1CCCCC1)Nc1ccc(Br)cc1
  102	108	-8	2	2.4	0	6	95	2
36: Cc1cc(N)n2nc(C)c(-c3ccc(Cl)cc3)c2n1
  97	95	-9	2	-0.1	1	-5	89	-6
37: CC(=O)c1cnc(N(C)C)s1
  97	109	13	9	2.5	0	2	106	2
38: CC(=O)N1CCN(c2ccccc2NC(=O)COc2ccc(Br)cc2)CC1
  93	106	10	5	0.7	0	13	105	1
39: CCNC(=O)NC(=O)C(C)OC(=O)c1ccc(SC)cc1OC (centres undefined)
  115	102	21	2	-2.2	1	-3	92	0
40: Cc1ccc(C)c(NC(=O)CSc2nnc(-c3cc(C)[nH]n3)n2N)c1
  95	101	11	-7	-1.7	1	-5	97	2
41: CCC(C)[C@H](NC(=O)NCCC1=CCCCC1)C(=O)O (some centres undefined)
  101	99	0	6	-1.3	4	-3	93	-1
42: CCOC(=O)c1[nH]cnc1C(=O)Nc1ccccc1
  93	104	-9	3	-1.2	3	3	106	3
43: Cc1c(C(=O)N(C)Cc2ccc(OC(F)F)cc2)oc2ccccc12
  100	92	-2	-4	0.3	0	-5	97	1
44: O=C(Nc1cccc(S(=O)(=O)Nc2ccc(Cl)cc2)c1)c1ccc[n+]([O-])c1
  122	94	2	-11	1.7	0	1	82	-5
45: CC(C)(C)NC(=O)CSc1nncn1-c1ccccc1
  99	101	3	0	2.9	3	5	99	-3
46: Cc1nn(CC(=O)N2CCCCCC2)c(=O)c2cc3occc3n12
  98	114	13	7	1.1	0	3	107	1
47: O=C(NCCNCc1ccccn1)c1ccco1
  97	112	21	10	-7.4	1	4	118	-4
48: Cc1cnc(NC(=O)CSc2ccc(Cl)cc2)s1
  96	95	0	8	-0.3	0	10	94	1
49: COc1ccc(C(CNC(=O)C2CC(=O)N(Cc3ccccc3)C2)N2CCOCC2)cc1 (centres undefined)
  83	103	3	5	·	0	5	101	4
50: O=C(NCCc1ccc(Cl)cc1)C1CCCN1C(=O)NCc1ccccc1 (centres undefined)
  107	97	12	-10	-1.8	9	-12	114	-8
51: O=C(CSc1n[nH]c(-c2ccncc2)n1)c1cccc([N+](=O)[O-])c1
  102	103	6	8	0.2	1	5	98	6
52: CCOC(=O)c1sc(=S)n(C)c1NC(=O)c1ccc(OC)cc1
  111	·	-4	6	0.4	0	13	·	5
53: CC1C/C(=C/c2cccs2)C(=O)/C(=C/c2cccs2)C1 (centres undefined)
  93	102	0	-7	-2.0	2	-20	93	-17
54: Cc1ccccc1Nc1nc(N)nc(CN(C)Cc2ccccc2Cl)n1
  97	93	6	-1	1.4	0	1	101	1
55: COc1ccc(S(=O)(=O)N/N=C(/C)c2ccc(C)o2)cc1
  107	93	-4	-1	-4.5	3	2	89	-1
56: C#CCNc1ccc(C(=O)OCC)cc1
  103	95	7	2	0.1	1	5	105	0
57: COc1ccc(C2=NOC(C3(S(=O)(=O)c4ccccc4)CC(O)C3)C2)cc1 (centres undefined)
  98	81	-6	2	-2.2	2	-1	89	-9
58: CCCCn1c(=O)c(CC(C)=O)nc2ccccc21
  93	91	-5	-10	-0.7	0	-23	101	-10
59: COC(=O)C(=Cc1ccccc1[N+](=O)[O-])C(=O)OC
  83	94	2	-1	-0.1	0	0	100	2
60: Cc1cc(O)cc(=O)n1Cc1ccccc1
  113	115	25	-2	-1.8	0	-4	102	-9

# (continued)
# Order of results – CR mimetic SO	AGP1 TOR yeast	VLA-4 inh	BCLXL inh	MEX-5 binding	GRK2 aptamer HTS	MCL1 BIM primary	CIT2-GFP yeast	GLD-1 RNA inh
61: CCSc1nnc(NC(=O)C2CCCCC2)s1
  100	90	11	5	-1.2	1	-1	68	-5
62: O=C1NC2(CCCCCC2)C(=O)N1Cc1ccc(Cl)cc1Cl
  124	98	-7	-6	-0.5	2	-16	103	8
63: CN(C)c1ccc(C=Nc2ccc(N(C)C)cc2)cc1
  109	107	0	17	-1.7	6	25	106	2
64: O=C(N/N=C/c1ccc([N+](=O)[O-])cc1)c1cccnc1
  105	93	12	-2	0.5	0	11	100	0
65: COc1ccccc1NS(=O)(=O)c1cc(NC(=O)c2cccs2)ccc1N1CCCC1
  113	103	17	7	0.7	3	2	108	1
66: COc1ccc(NC(=O)Cn2c(=O)sc3ccccc32)c(OC)c1
  99	99	-5	1	2.9	4	-1	102	5
67: CCCCN(C(=O)c1cccc(S(=O)(=O)N2CC(C)OC(C)C2)c1)c1c(N)n(CC(C)C)c(=O)[nH]c1=O (centres undefined)
  100	96	-5	-1	-3.1	0	-15	95	7
68: CC(=O)Cc1ccccc1OC(=O)c1ccco1
  95	98	-7	3	1.3	1	6	100	5
69: CC(=O)c1ccc(NC(=S)N2CCN(CCO)CC2)cc1
  103	90	4	1	0.3	0	6	89	-2
70: Cc1c(C(=O)N2CCOCC2)c(S(=O)(=O)N2CCN(c3ccc(Cl)cc3)CC2)c(C)n1C
  143	95	8	8	0.7	0	7	101	10
71: C=CCOc1c(OC)cc(/C=N/Nc2cccc(C(=O)O)c2)c(Br)c1Br
  95	87	30	11	-0.1	2	13	90	6
72: Cc1cc(Nc2cc(Cl)cc(Cl)c2)nc(N)n1
  98	103	9	4	-1.4	1	6	96	0
73: CN(CC(=O)Nc1ccc(F)cc1)C(=O)CN1C(=O)NC2(CCCc3ccccc32)C1=O (centres undefined)
  109	97	1	-6	-0.4	0	-11	101	3
74: COc1cccc(CN2CCN(C(=O)c3oc4c(F)cccc4c3C)CC2=O)c1
  113	99	-28	0	0.9	3	3	101	-1
75: COc1ccccc1/C=C/C=N/n1c(-c2cc(C)[nH]n2)n[nH]c1=S
  95	91	14	-2	·	12	-10	92	0
76: CNc1ccc(Br)cc(C(=O)/C=C/c2ccc3c(c2)OCO3)c1=O
  104	97	-16	27	-3.3	0	49*	113	15
77: O=C(NCc1cccs1)c1cc(-c2ccccc2)on1
  102	100	10	9	0.4	0	12	96	3
78: Cc1cccc(N(C)C(=O)c2cc(S(=O)(=O)N3CCc4ccccc43)cn2C)c1
  107	98	-6	0	-1.1	0	0	107	-2
79: CCOC(=O)c1ccccc1-n1c(C)cc(C2N=C(N)Nc3nc4ccccc4n32)c1C (centres undefined)
  99	105	-4	3	·	2	4	89	0
80: O=C1CCC(=O)N1c1ccc(-c2nc3ccccc3s2)cc1
  104	100	0	-5	-2.7	0	-16	103	-19
81: COc1ccc(CN(CCc2ccccc2)Cc2ccccc2)cc1OC
  89	98	-9	3	-2.5	3	6	98	9

# Rows are unselected; overall some 2.1% were active at least once.
